Screens from PubChem BioAssay.
SMN2 splice enh = enhancers of SMN2 splice variant expression. HEK293 SMN2-luciferase splicing reporter, luminescence, 30-36 h. Potency, µM (titrated, usually from 46.1 µM), without a hit: top-dose activity change, positive = activation, most hits filed as activators. 2.8% of 210,000 active; note: % of control where 0% means no effect; nearly all actives have a fitted effect of over 55% in size
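qHTS luciferase splicing reporter: luminescence rises when SMN2 exon 7 is included in transfected HEK293 cells. Compound exposure lasted 30-36 h at 37C, with 4.5 mM final sodium butyrate as control, followed by a ONE-Glo read.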
ALDH1A1 block = ALDH1A1 (human) enzyme inhibition | Purified ALDH1A1, NADH fluorescence, propionaldehyde substrate | Potency, µM (titrated, usually from 75.3 µM), inactives show at the top dose activity, negative = inhibition, actives largely listed as inhibitors | 7.3% of 220,000 active; active = well fitted inhibition curve with a large enough effect, not every such curve was filed as active; inconclusive = small, poorly fitted or top-dose-only effect, or another doubt; inactive = no such curve, though single readings can be large or run the other way;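 note: plate controls were no enzyme wells and a reference inhibitor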
LMNA splice mod = LMNA splicing modulation; Potency, µM (titrated, usually from 46.1 µM), for the others: top-dose ratio change, negative = inhibition, hits mostly inhibitors; 0.01% of 200,000 active; HeLa LMNA splicing GFP/RFP minigene ratio, 48 h; active = well fitted inhibition curve with a large enough effect in the signal ratio, with a control signal flat, not every such curve was filed as active; inconclusive = small, poorly fitted or top-dose-only effect, or effect the other way, or a change in a side signal; the % refers to the signal ratio; note: % is set by controls: 0 for no effect and ±100 for the full control effect
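S3 HeLa stable clones carrying a lamin A-EGFP splicing minigene plus DsRed2 were seeded at 600 cells/well in Opti-MEM with 2% FBS, pin-dosed and incubated 48 h at 37°C. Acumen cytometry (488 nm) gave the GFP/RFP total-intensity ratio.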
KDM4E inh = JMJD2E (human) inhibition | B2RXH2 | JMJD2E catalytic domain, FDH-coupled NADH fluorescence (FDH is formaldehyde dehydrogenase) | Potency, µM (titrated, usually from 57.1 µM), for the others: at the top dose activity change, negative = inhibition, actives largely listed as inhibitors | AID 2147 | 1.6% of 230,000 active; active = well fitted inhibition curve with a large enough effect, not every such curve was filed as active; inconclusive = small, poorly fitted or top-dose-only effect, or another doubt; inactive = no such curve, though single readings can be large or run the other way;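 note: 0% = wells with enzyme and -100% = buffer wells without enzyme; nearly all actives have a fitted effect of over 50% in size; many of its hits are not listed in these tables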
RECQ1 helicase = RECQ1 (human) helicase inhibition. Potency, µM (series often up to 57.3 µM), without a hit: at the highest dose activity, negative = inhibition, actives largely listed as inhibitors. P46063. RECQ1 DNA unwinding, red fluorescence kinetic read. 0.54% of 240,000 active;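 note: plate controls were vehicle for no effect and no enzyme for full effect; nearly all actives have a fitted effect of over 30% in size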
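50 nM RECQ1T1 preincubated 15 min with compound in Tris pH 8.0 buffer with MgCl2, DTT, Tween-20 and 2.5 ug/ml poly(dI-dC); started with 200 nM TAMRA/BHQ-2 forked duplex and 2 mM ATP. Unwinding read as fluorescence (525/598 nm), two reads 2 h apart.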
L3MBTL1 block = L3MBTL1 (human) inhibition | Potency, µM (doses to about 57.1 µM), for the others: at the top dose activity, negative = inhibition, usual class: inhibitors | Q9Y468 | AID 485360 | 0.66% of 230,000 active | AlphaScreen L3MBTL1–H3K9me1 peptide binding; note: % is set by controls: 0 for no effect and ±100 for the full control effect; nearly all actives have a fitted effect of over 60% in size
Target sequence (Q9Y468 whole entry, looked up): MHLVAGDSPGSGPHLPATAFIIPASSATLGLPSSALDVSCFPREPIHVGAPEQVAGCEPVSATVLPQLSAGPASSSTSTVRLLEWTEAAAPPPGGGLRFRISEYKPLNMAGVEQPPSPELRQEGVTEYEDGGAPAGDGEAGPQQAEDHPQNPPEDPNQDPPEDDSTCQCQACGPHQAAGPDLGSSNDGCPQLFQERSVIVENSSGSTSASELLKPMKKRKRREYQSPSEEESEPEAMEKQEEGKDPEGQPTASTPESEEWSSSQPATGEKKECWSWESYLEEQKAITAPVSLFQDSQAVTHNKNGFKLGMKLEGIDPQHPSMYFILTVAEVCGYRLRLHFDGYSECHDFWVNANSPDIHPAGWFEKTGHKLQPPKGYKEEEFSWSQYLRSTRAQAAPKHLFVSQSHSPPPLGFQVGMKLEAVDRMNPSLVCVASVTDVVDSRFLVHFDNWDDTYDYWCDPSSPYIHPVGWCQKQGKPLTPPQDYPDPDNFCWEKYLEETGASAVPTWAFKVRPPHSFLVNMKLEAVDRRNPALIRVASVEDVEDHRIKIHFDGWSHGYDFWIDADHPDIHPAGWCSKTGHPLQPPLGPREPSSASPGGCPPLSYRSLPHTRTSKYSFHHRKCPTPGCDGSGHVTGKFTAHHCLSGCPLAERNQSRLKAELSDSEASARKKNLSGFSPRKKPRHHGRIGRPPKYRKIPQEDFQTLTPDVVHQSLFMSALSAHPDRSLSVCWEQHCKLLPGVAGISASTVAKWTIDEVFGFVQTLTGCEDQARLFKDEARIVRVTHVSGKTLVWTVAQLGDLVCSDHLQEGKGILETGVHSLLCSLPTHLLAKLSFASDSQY
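L3MBTL1 50 nM + b-AHA-H3(1-15)K9me1 75 nM, 30 min RT; compound added, 30 min RT; streptavidin donor/Ni-chelate acceptor beads 10 ug/mL each final, 30 min RT dark; AlphaScreen read.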
Tau ThT inhib = inhibitors of human tau fibril formation, thioflavin T binding; P10636; recombinant tau K18 P301L (four-repeat tau fragment), heparin-induced fibrillization, ThT fluorescence; Potency, µM (doses to about 57.4 µM), for inactives: at the top dose activity, negative = inhibition, usual class: inhibitors; 2.1% of 270,000 active; AID 1460; note: % is set by controls: 0 for no effect and ±100 for the full control effect; nearly all actives have a fitted effect of over 55% in size
Target sequence (P10636 561-689 P618L limits assumed): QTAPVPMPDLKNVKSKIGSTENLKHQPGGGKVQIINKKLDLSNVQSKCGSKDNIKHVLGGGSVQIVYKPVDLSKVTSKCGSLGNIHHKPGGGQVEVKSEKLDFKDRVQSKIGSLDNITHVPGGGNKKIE
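Recombinant human tau K18 fragment […] carrying P301L, 15 uM unlabeled plus 0.24 uM Alexa 594-labeled, was fibrillized with 20 uM heparin in 100 mM sodium acetate pH 7 for 6 hr at 37 C; 30 uM ThT fluorescence read after 1 hr.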
Luc counter = counter-screen: inhibitors of Kinase-Glo firefly luciferase | AID 1379 | Potency, µM (top dose mostly 38.3 µM), for inactives: at the highest dose activity change, negative = inhibition, actives largely listed as inhibitors | Kinase-Glo luciferase, ATP luminescence, 8 min | 0.28% of 200,000 active; note: % is set by controls: 0 for no effect and ±100 for the full control effect; nearly all actives have a fitted effect of over 60% in size
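Compound is pinned into ATP-containing buffer (10 uM ATP, imidazole pH 7.2, 7 mM MgCl2). Kinase-Glo luciferase reagent is then added. Light output is recorded following an 8-min room-temperature incubation.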
* marks the source's active call; other numbers are inactive results; [ ] = dose if it differs, or a comment. Unless noted, calls come from the whole dose curve; as a rule, active = well fitted curve in the direction sought with a large enough effect; inconclusive = small, poorly fitted or top-dose-only effect, or another doubt; inactive = no such curve, though single readings can be large; an effect the other way counts as inactive or inconclusive. Potency is the fitted concentration of half-maximal effect.

`O=C(CSc1nnnn1C1CCCC1)N1CCOCC1` gave SMN2 splice enh 12%, ALDH1A1 block inconclusive, LMNA splice mod 15%[46 µM], KDM4E inh -15%, RECQ1 helicase inactive, L3MBTL1 block -2%, Tau ThT inhib -4% and Luc counter 1%.
For CCOc1ccc(Nc2nc(Cc3nnc(SCC(=O)c4ccc(C)cc4)o3)cs2)cc1 the results were SMN2 splice enh -23%, ALDH1A1 block -1%, LMNA splice mod -15%, KDM4E inh 2%, RECQ1 helicase -9%, Tau ThT inhib inconclusive and Luc counter -4%.
For CCO[C@@H]1OC(C(=O)N2CCN(Cc3ccc4c(c3)OCO4)CC2)=C[C@H](c2ccc(Br)cc2)[C@H]1CCCO the results were ALDH1A1 block -2%, KDM4E inh 4%, RECQ1 helicase inactive, L3MBTL1 block inconclusive and Tau ThT inhib -9%.
Nc1nonc1C(=O)NCCNc1ccc([N+](=O)[O-])cc1 was read as ALDH1A1 block -5%, KDM4E inh 4%, RECQ1 helicase inactive, L3MBTL1 block -1% and Tau ThT inhib inconclusive.
For Cc1cc(C)nc(Nc2n[nH]c(COc3ccc4ccccc4c3)n2)n1 the results were SMN2 splice enh -11%, ALDH1A1 block 2%, LMNA splice mod 17%, KDM4E inh 0%, RECQ1 helicase inactive, L3MBTL1 block 0%, Tau ThT inhib inconclusive and Luc counter -1%.
CC(=O)N(C[C@@H](C)C(=O)O)c1c(I)cc(I)c(N)c1I was read as SMN2 splice enh -8%[20.6 µM], ALDH1A1 block -3%[20.9 µM], LMNA splice mod inconclusive, KDM4E inh -3%[25.5 µM], RECQ1 helicase -11%[25.9 µM] and Luc counter -6%[17.1 µM].
CC(C)c1c(O)cc(-c2ccncc2)n(-c2ccc(Cl)cc2)c1=O was read as SMN2 splice enh -25%, LMNA splice mod 6%, KDM4E inh -1%, RECQ1 helicase 1%, L3MBTL1 block -15%, Tau ThT inhib 0% and Luc counter 1%.
For O=C(O)c1cccc(N2C(=O)c3cccc4c(Cl)ccc(c34)C2=O)c1 the results were SMN2 splice enh 27%, ALDH1A1 block inconclusive, KDM4E inh inconclusive, RECQ1 helicase 3%, L3MBTL1 block -8%, Tau ThT inhib -8% and Luc counter 1%.
Screening CC(C(=O)Nc1ccccc1Oc1ccccc1)c1ccccc1 (stereo unspecified) returned SMN2 splice enh -4%, ALDH1A1 block 2%, LMNA splice mod inconclusive, KDM4E inh 0%, RECQ1 helicase -7%, L3MBTL1 block 32%[activator], Tau ThT inhib -8% and Luc counter -1%.
Screening Cc1ccc(OCCn2c(=S)[nH]c3c(N)ncnc32)cc1 returned SMN2 splice enh -8%, ALDH1A1 block 7.9µM*, LMNA splice mod inconclusive, KDM4E inh -15%, RECQ1 helicase -1%, L3MBTL1 block -10%, Tau ThT inhib -9% and Luc counter 2%.
Cn1ccnc1C(O)(c1ccccc1)c1ccccc1 was read as ALDH1A1 block 14%, KDM4E inh 0%, RECQ1 helicase inactive, L3MBTL1 block 11% and Tau ThT inhib -6%.
Screening CCC(C)Nc1nc2c(c(=O)n(C)c(=O)n2C)n1C (stereo unspecified) returned KDM4E inh -2%, RECQ1 helicase -7%, L3MBTL1 block -7% and Tau ThT inhib -13%.
`CCNC(=S)Nc1ccccc1-c1ccccc1` gave SMN2 splice enh -1%, ALDH1A1 block 10%, LMNA splice mod -5%, KDM4E inh -29%, RECQ1 helicase -1%, L3MBTL1 block 4%, Tau ThT inhib 11% and Luc counter -4%.
Cc1ccccc1/C=C/C(=O)NCC(=O)N1CCC(N(C)C2CCCCC2C)CC1 (stereo unspecified) was read as ALDH1A1 block 2%, KDM4E inh 3%, RECQ1 helicase 0% and Tau ThT inhib -6%.
CCOCCCNC(=O)CSc1ccccc1 was read as SMN2 splice enh 18%, ALDH1A1 block 3%, LMNA splice mod 8%, KDM4E inh 1%, RECQ1 helicase inactive, L3MBTL1 block 9%[11.4 µM], Tau ThT inhib 2% and Luc counter 2%.
`C#CC(C)(CC)NC(=O)c1cc2nc(C3CC3)cc(C(F)(F)F)n2n1` (stereo unspecified) gave SMN2 splice enh 1%, ALDH1A1 block 9%, KDM4E inh 1%, RECQ1 helicase -13%, Tau ThT inhib -8% and Luc counter -10%.
For Cc1ccc(-c2nn(-c3ccccc3)cc2/C=C(\C#N)c2cccc(C#N)c2)o1 the results were SMN2 splice enh 4%, ALDH1A1 block 22µM*, LMNA splice mod 16%, KDM4E inh 9%, RECQ1 helicase -9%, Tau ThT inhib -11% and Luc counter 4%.
COc1ccc(-c2[nH]ncc2CN(CC2CCC(=O)N2)C(C)C)cc1F (stereo unspecified) was read as ALDH1A1 block -4%, LMNA splice mod -6%[46 µM], KDM4E inh -1%, RECQ1 helicase inactive, L3MBTL1 block 8%, Tau ThT inhib -8% and Luc counter 0%.
Screening COc1cc2oc(=O)cc(C)c2c(OC)c1OC returned SMN2 splice enh 9%, ALDH1A1 block inconclusive, LMNA splice mod -1%, KDM4E inh -5%, RECQ1 helicase 1%, L3MBTL1 block 1%, Tau ThT inhib -1% and Luc counter 0%.
For O=C(NCc1ccco1)Nc1cccs1 the results were SMN2 splice enh 5%, ALDH1A1 block 28µM*, LMNA splice mod 4%, KDM4E inh -5%, RECQ1 helicase -16%, L3MBTL1 block -7%, Tau ThT inhib inconclusive and Luc counter 1%.
`COC(=O)c1ccc(CSc2nnc3nc(C)cc(C)n23)cc1` gave SMN2 splice enh -6%, ALDH1A1 block 0%, KDM4E inh -3%, RECQ1 helicase inactive, L3MBTL1 block 2%, Tau ThT inhib -20% and Luc counter 2%.
Screening COc1ccc(Nc2ccc(N3C(=O)CC(C)C3=O)cc2[N+](=O)[O-])cc1OC (stereo unspecified) returned SMN2 splice enh -21%, ALDH1A1 block 2%, LMNA splice mod inconclusive, KDM4E inh 6%, RECQ1 helicase 1%, Tau ThT inhib inconclusive and Luc counter -2%.
Screening O=C(NCc1cccnc1)c1cccs1 returned SMN2 splice enh 6%, ALDH1A1 block 2%, LMNA splice mod 7%[46 µM], KDM4E inh -1%, RECQ1 helicase inactive, L3MBTL1 block -7%, Tau ThT inhib -3% and Luc counter -7%.
`CN(C(=O)COC(=O)CCc1nc2ccccc2c(=O)[nH]1)C1CCS(=O)(=O)C1` (stereo unspecified) gave SMN2 splice enh 3%, ALDH1A1 block 13%, LMNA splice mod -2%[46 µM], KDM4E inh 2%, RECQ1 helicase 0%, L3MBTL1 block -19%, Tau ThT inhib 1% and Luc counter -1%.
`COc1ccc(CN2CNc3c(c(=O)n(C)c(=O)n3C)C2)cc1` gave SMN2 splice enh -1%, ALDH1A1 block -8%, LMNA splice mod -5%, KDM4E inh 9%, RECQ1 helicase -5%, L3MBTL1 block 6%, Tau ThT inhib -8% and Luc counter -5%.
Screening O=C(CSc1nc2c(cnn2-c2ccc(F)cc2)c(=O)[nH]1)N1CCCCC1 returned SMN2 splice enh inconclusive, ALDH1A1 block inconclusive, LMNA splice mod 0%, KDM4E inh 7%, RECQ1 helicase inactive, L3MBTL1 block 8%, Tau ThT inhib -3% and Luc counter 2%.
Screening CCOC(=O)CCNC(=O)CCNC(=O)C(c1ccccc1)c1ccccc1 returned KDM4E inh 4%, RECQ1 helicase -14%, L3MBTL1 block -7% and Tau ThT inhib 5%.

Molecules above containing an NH in an aromatic ring, in the order listed:
For Cc1cc(C)nc(Nc2n[nH]c(COc3ccc4ccccc4c3)n2)n1 the results were SMN2 splice enh -11%, ALDH1A1 block 2%, LMNA splice mod 17%, KDM4E inh 0%, RECQ1 helicase inactive, L3MBTL1 block 0%, Tau ThT inhib inconclusive and Luc counter -1%.
Screening Cc1ccc(OCCn2c(=S)[nH]c3c(N)ncnc32)cc1 returned SMN2 splice enh -8%, ALDH1A1 block 7.9µM*, LMNA splice mod inconclusive, KDM4E inh -15%, RECQ1 helicase -1%, L3MBTL1 block -10%, Tau ThT inhib -9% and Luc counter 2%.
COc1ccc(-c2[nH]ncc2CN(CC2CCC(=O)N2)C(C)C)cc1F (stereo unspecified) was read as ALDH1A1 block -4%, LMNA splice mod -6%[46 µM], KDM4E inh -1%, RECQ1 helicase inactive, L3MBTL1 block 8%, Tau ThT inhib -8% and Luc counter 0%.
`CN(C(=O)COC(=O)CCc1nc2ccccc2c(=O)[nH]1)C1CCS(=O)(=O)C1` (stereo unspecified) gave SMN2 splice enh 3%, ALDH1A1 block 13%, LMNA splice mod -2%[46 µM], KDM4E inh 2%, RECQ1 helicase 0%, L3MBTL1 block -19%, Tau ThT inhib 1% and Luc counter -1%.
Screening O=C(CSc1nc2c(cnn2-c2ccc(F)cc2)c(=O)[nH]1)N1CCCCC1 returned SMN2 splice enh inconclusive, ALDH1A1 block inconclusive, LMNA splice mod 0%, KDM4E inh 7%, RECQ1 helicase inactive, L3MBTL1 block 8%, Tau ThT inhib -3% and Luc counter 2%.

Some of the compounds tested; count on the stated rates, not on these rows.
